TGFb SMAD3 inh: inhibitors of TGF-b signaling; HepG2 CAGA-GFP TGF-b/SMAD3 reporter, GFP fluorescence, 18 h; TGF-beta stimulated, 500 pg/mL final; Potency, µM (doses to about 46.1 µM), without a hit: top-dose activity, negative = inhibition, most hits filed as inhibitors; 1.2% of 410,000 active; AID 588855; also: potency is read from the fitted curve at half-maximal effect; % is scaled to controls: 0 for no effect and ±100 for the full control effect; nearly all actives have a fitted effect of over 65% in size
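Inhibition was scored as loss of TGF-beta-induced (500 pg/mL final, 18 hours, 37 degrees C) GFP in HEPG2 cells carrying a CAGA-GFP reporter, in DMEM with 1% FBS. Well GFP was summed per cell; Activity was normalised to unstimulated and stimulated DMSO wells, then concentration-response fitting.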
EPAC2 agonist: activates human EPAC2 exchange factor. Q8WZA2. EPAC2 activation, biochemical qHTS; response scale: 100% = 6.5 mM cAMP response. Potency, µM (top dose mostly 154 µM), for the others: top-dose activation, actives largely listed as activators. 0.079% of 360,000 active. AID 720711; also: potency is read from the fitted curve at half-maximal effect; nearly all actives have a fitted effect of over 50% in size
Target sequence (Q8WZA2 whole entry, looked up): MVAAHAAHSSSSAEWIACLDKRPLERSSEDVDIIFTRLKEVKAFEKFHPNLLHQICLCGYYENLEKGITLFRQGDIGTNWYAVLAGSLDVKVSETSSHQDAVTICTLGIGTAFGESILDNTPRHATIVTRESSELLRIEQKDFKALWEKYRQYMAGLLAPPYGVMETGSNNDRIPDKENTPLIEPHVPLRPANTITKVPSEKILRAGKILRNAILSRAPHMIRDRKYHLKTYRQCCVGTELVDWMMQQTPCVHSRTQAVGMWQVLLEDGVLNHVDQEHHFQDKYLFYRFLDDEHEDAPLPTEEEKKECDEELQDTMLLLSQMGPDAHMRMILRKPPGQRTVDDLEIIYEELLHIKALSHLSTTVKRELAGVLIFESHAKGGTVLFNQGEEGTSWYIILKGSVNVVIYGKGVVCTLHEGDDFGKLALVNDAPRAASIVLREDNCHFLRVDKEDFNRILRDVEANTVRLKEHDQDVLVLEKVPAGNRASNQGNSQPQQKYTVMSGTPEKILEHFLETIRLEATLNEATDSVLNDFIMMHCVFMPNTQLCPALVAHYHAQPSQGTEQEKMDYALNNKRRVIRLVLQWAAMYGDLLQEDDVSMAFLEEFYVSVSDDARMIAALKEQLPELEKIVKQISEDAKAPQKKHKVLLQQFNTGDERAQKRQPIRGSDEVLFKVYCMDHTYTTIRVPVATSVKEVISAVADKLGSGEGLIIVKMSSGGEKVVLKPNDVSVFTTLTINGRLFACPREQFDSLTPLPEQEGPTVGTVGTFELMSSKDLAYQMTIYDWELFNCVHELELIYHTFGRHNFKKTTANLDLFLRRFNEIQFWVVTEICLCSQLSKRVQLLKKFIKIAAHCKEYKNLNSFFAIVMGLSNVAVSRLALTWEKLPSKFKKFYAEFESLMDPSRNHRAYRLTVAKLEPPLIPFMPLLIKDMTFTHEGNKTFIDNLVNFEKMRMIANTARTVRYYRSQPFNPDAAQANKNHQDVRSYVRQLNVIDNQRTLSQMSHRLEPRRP
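Compounds were added across a concentration range to EPAC2 (100 nM), RAP1B-BODIPY-GDP (250 nM) and GDP (50 uM). After 5 min at room temperature, fluorescence was recorded at 5-min intervals for 30 min.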
HepG2 tox: HepG2 cytotoxicity, counter-screen for TGF-b inhibitors; HepG2 CAGA-GFP viability, ATP luminescence, 18 h; Potency, µM (titrated, usually from 46.1 µM), for inactives: at the highest dose activity change, negative = cytotoxicity, actives largely listed as cytotoxic; 0.76% of 410,000 active; also: potency is read from the fitted curve at half-maximal effect; some results filed as inactive show a strong effect at the top dose
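HepG2 CAGA-GFP cells (1000/well, DMEM with 1% FBS) received compound, then TGF-beta at 500 pg/mL final, and were incubated 18 hours at 37 degrees C. Viability was read by CellTiter-Glo luminescence. Media-only wells were set as complete cell-killing and DMSO as no toxicity.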
ATXN2 expr inh: ATXN2 expression inhibition; HEK-293 ATXN2-luciferase reporter, luminescence, 24 h; Potency, µM (top dose mostly 57 µM), for inactives: top-dose activity change, negative = inhibition, usual class: inhibitors; 0.72% of 360,000 active; AID 1745845; also: potency is read from the fitted curve at half-maximal effect; % is scaled to controls: 0 for no effect and ±100 for the full control effect; nearly all actives have a fitted effect of over 55% in size
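ATXN2-luciferase reporter cells (luciferase flanked by upstream and downstream ATXN2 gene portions) were treated 24 h at 37 °C with compounds at up to 57 uM. SteadyGlo luminescence gave expression; GF-AFC fluorescence gave viability.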
IL2 activator: activators of IL-2; IL-2 activation reporter assay, cell-based qHTS; stimulated with anti-CD3/CD4/CD28 beads; in transgenic mouse T cells; activation, % (series mostly up to about 46 µM); 0.065% of 360,000 active; AID 652025; in the data active = activation above about 50%; inconclusive = mostly about 30% to 49%; also: 0% is about no effect
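Using fluorescent plate cytometry, EGFP and DsRed are detected in transgenic mouse T cells stimulated 18 h at 37 degrees C with antibody-coated beads after 60 min compound pretreatment.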
Nrf2 ARE act: activates Nrf2 signaling | AREc32 ARE-luciferase reporter (MCF7-derived line), luminescence, 24 h | Potency, µM (doses to about 46.1 µM), for the others: at the top dose activation, usual class: activators | 0.31% of 410,000 active | AID 624171; also: potency is read from the fitted curve at half-maximal effect; % of control where 0% means no effect; nearly all actives have a fitted effect of over 65% in size
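Reporter line AREc32 (ARE-Fluc), seeded overnight in OPTI-MEM with 5% FBS; compound pin-transferred, 24 hr at 37 deg C, 5% CO2; luminescent read-out.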
Nrf2 inh: Nrf2 pathway inhibition. A549 ARE-Fluc reporter, luciferase luminescence, 18-24 h. Potency, µM (top dose mostly 46 µM), without a hit: at the top dose activity change, negative = inhibition, usual class: inhibitors. 2.1% of 360,000 active. AID 504444; also: potency is read from the fitted curve at half-maximal effect; % is scaled to controls: 0 for no effect and ±100 for the full control effect; nearly all actives have a fitted effect of over 60% in size
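Concentration-response testing used A549 ARE_Fluc cells at 5000 cells/well. Following an 18-24 h compound incubation, viability was read by fluorescence (Ex 405/Em 525) and luciferase output by luminescence.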
S2 tox: viability counter-screen for ATXN expression inhibitors; AID 651635; 0.49% of 400,000 active; S2 cells (HEK-293 line with an ATXN2-luciferase reporter) viability, CellTiter-Fluor protease fluorescence, 24 h; Potency, µM (titrated, usually from 56.7 µM), most hits filed as cytotoxic; also: potency is read from the fitted curve at half-maximal effect; nearly all actives have a fitted effect of over 40% in size
A549 tox: A549 cytotoxicity, counter-screen for Nrf2 inhibitors | A549 ARE-Fluc cells, CellTiter-Fluor viability, 18-24 h | Potency, µM (doses to about 46 µM), for inactives: top-dose activity change, negative = cytotoxicity, usual class: inhibitors | 0.16% of 390,000 active; also: potency is read from the fitted curve at half-maximal effect; % is scaled to controls: 0 for no effect and ±100 for the full control effect
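Cytotoxicity counterscreen: CellTiter-Fluor fluorescence was measured in A549 ARE_Fluc cells after 18-24 h of compound exposure in a concentration series. The subsequent BugLite luminescent read reports ARE-luciferase activity.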
Numbers without * were called inactive; i = inactive; u = inconclusive; x = not tested or not shown; [ ] = remark or other dose. Unless noted, calls follow the shape of the dose curve; as a rule, active = well fitted curve in the direction sought with a large enough effect; inconclusive = small, poorly fitted or top-dose-only effect, or another doubt; inactive = no such curve, though single readings can be large; an effect the other way counts as inactive or inconclusive.

Below each compound: TGFb SMAD3 inh	EPAC2 agonist	HepG2 tox	ATXN2 expr inh	IL2 activator	Nrf2 ARE act	Nrf2 inh	S2 tox	A549 tox
#1 CCOc1ccccc1Nc1ncccc1C(=O)N1CCCC1
  u	9%	7%	-2%	-2.0	1.0%	-11%	i	1%
#2 CCCC(C)C(=O)Nc1cc(S(=O)(=O)N2CCCCC2)ccc1N1CCOCC1 (stereo not given)
  -3%	-1%	-11%	-1%	-0.2	-0.9%	4%	i	-8%
#3 CCOC(=O)c1sc(N2C(=O)c3oc4cc(C)c(C)cc4c(=O)c3C2c2ccc(C)cc2)nc1C (stereo not given)
  -1%	x	-15%	0%	x	-0.8%	5%	i	1%
#4 O=C(CSc1nnc(-c2cccc(S(=O)(=O)N3CCCCC3)c2)o1)c1ccc[nH]1
  -1%	-3%	0%	11%	3.9	-0.7%	11%	u	-3%
#5 C/C(=N/NC(=O)c1ccc(C(C)(C)C)cc1)c1ccccn1
  u	3%	4%	u	-0.1	13%	5.8µM*	i	u
#6 CCOc1ccc(NC(=O)Cn2c(=O)n(Cc3ccccc3)c(=O)c3c4c(sc32)CN(C(C)=O)CC4)cc1
  -25%	x	-41%	-13%	x	3.9%	-14%	i	-5%
#7 CC(C(=O)N1CCCC1)c1ccc([N+](=O)[O-])cc1 (stereo not given)
  0%	10%	6%	-37%	-0.7	-0.4%	-12%	i	11%
#8 CC(=O)Nc1ccc(NC(=O)COC(=O)c2ccccn2)cc1
  1%	-9%	-1%	-9%	-3.9	-0.3%	u	x	0%
#9 COc1cc(SC)ccc1C(=O)N1CCN(c2ccccc2)CC1
  -14%	9%	-6%	2%[11.3 µM]	-0.9	-0.2%	u	i	1%
#10 N=c1n(-c2ccccc2)c(O)cc(=O)n1-c1ccccc1
  27%	3%	-20%	2%	0.6	-0.1%	10%	i	7%
#11 Cc1nc(N)nc(Cl)c1Cc1ccc(Cl)cc1
  -7%	0%	-9%	3%	-3.4	-0.2%[9.22 µM]	-7%	i	8%
#12 Cc1ccc(CN(C)CC(=O)Nc2ccc3c(c2)CCC3)cc1
  1%	4%	0%	2%	-1.3	3.0%	5%	i	-2%
#13 Nc1ccc2c3c(cccc13)C(=O)N(c1ccccc1)C2=O
  148%[activator]	100µM*	5%	-28%	18	5.9%	-6%	x	19%
#14 O=C1CC(c2ccccc2)n2nc(NC(=O)c3ccccn3)nc2N1 (stereo not given)
  28%	-3%[15.6 µM]	25%	4%	-0.5	0.0%	-15%	i	-15%
#15 CCCCC1(C(=O)OCC)CC(CSC(=N)N)OC1=O (stereo not given)
  u	8%	-7%	24%	-2.7	-0.5%	3%	i	-6%
#16 N#CC1=C(Nc2ccccc2)SC=C(c2ccc(Cl)c(Cl)c2)N=C1N1CCOCC1
  6%	9%	-18%	-9%	1.6	5.3%	x	i	-11%
#17 Cc1cc2c(n1-c1ccc(Br)cc1)CC(C)(C)CC2=O
  -3%	5%	-13%	-10%	-1.3	0.1%	-4%	i	x
#18 Cc1cccc(N2CCN(C(=O)CCS(=O)(=O)c3ccc4c(c3)CC(=O)N4C)CC2C)c1 (stereo not given)
  -12%	x	-1%	-1%	x	-0.2%	17%	i	2%
#19 CCCCN(CCCC)S(=O)(=O)c1ccc(OC)c2ncccc12
  u	-7%	-32%	0%	-1.4	-0.8%	u	i	-3%
#20 COc1ccc(C(=O)N2CCCCC2c2cc(C(=O)Nc3cccc(C#N)c3)no2)cc1 (stereo not given)
  18%	11%	-30%	-3%	-0.7	-0.1%	x	i	x

Some entries already given, limited to S2 tox, IL2 activator and EPAC2 agonist:
item | SMILES | S2 tox | IL2 activator | EPAC2 agonist
6 | CCOc1ccc(NC(=O)Cn2c(=O)n(Cc3ccccc3)c(=O)c3c4c(sc32)CN(C(C)=O)CC4)cc1 | i | x | x
7 | CC(C(=O)N1CCCC1)c1ccc([N+](=O)[O-])cc1 (stereo not given) | i | -0.7 | 10%
8 | CC(=O)Nc1ccc(NC(=O)COC(=O)c2ccccn2)cc1 | x | -3.9 | -9%
9 | COc1cc(SC)ccc1C(=O)N1CCN(c2ccccc2)CC1 | i | -0.9 | 9%

Next entries:
Below each compound: TGFb SMAD3 inh	EPAC2 agonist	HepG2 tox	ATXN2 expr inh	IL2 activator	Nrf2 ARE act	Nrf2 inh	S2 tox	A549 tox
#21 COc1ccc(NC(=O)Nc2ccc(F)cc2F)cc1
  -1%	-3%	0%	38%[activator]	0.8	2.9%	u	i	7%
#22 COc1ccccc1Oc1ccc(N/C=C2/CCCC2=O)cc1
  3%	-10%	-22%	9%	0.1	0.3%	-13%	u	-5%
#23 CCOc1ccc(-n2c(Cc3cc(=O)[nH]c(=O)[nH]3)nnc2SCC)cc1
  -2%	4%	3%	-3%	-3.6	-0.6%	2%	i	-2%
#24 OCCN1CNC(=S)NC1
  2%	5%	-2%	12%	-0.1	-0.2%	2%	i	-11%
#25 O=C(CSc1nc2ccccc2c(=O)[nH]1)Nc1ccc(Br)cc1
  2%	9%	10%	2%	-1.3	0.3%	1%	i	-1%
#26 CC1=CC=CN2C1=NC(=O)CC2(C)C(=O)N(CC(=O)NC1CCCC1)Cc1ccccc1 (stereo not given)
  4%	10%	-15%	-6%	-0.6	-0.5%	-10%	i	5%
#27 Cc1ccc(S(=O)(=O)N2CCN(C(=O)CSC(=S)N3CCCC3)CC2)c(C)c1
  11µM*	-3%	10µM*	u	-0.6	11%	u	u	0%
#28 COc1ccc(Cc2nnc(Nc3ccc(C)cc3C)[nH]c2=O)cc1
  3%	5%	3%	-6%	0.5	-0.6%	-33%	i	-3%
#29 O=C(N/N=C1\CCSc2ccc(F)cc21)c1cccnc1
  2%	5%	3%	-7%	-0.2	0.7%	3%	i	-1%
#30 CC(C)C(=O)NC(NC(=S)Nc1cccc2cccnc12)C(Cl)(Cl)Cl (stereo not given)
  23%	9%	0%	-13%	-3.7	5.2%	u	i	-3%
#31 CN1CCN(C(=O)c2ccc(CN3CCOCC3)cc2)CC1
  15%	-3%	7%	5%	2.2	-0.7%	-1%	i	-5%
#32 O=C(NCc1cc(C(F)(F)F)cc(C(F)(F)F)c1)C1CC(c2c(Cl)cccc2Cl)=NO1 (stereo not given)
  u	0%	-20%	-6%	0.1	4.3%	u	i	-4%
#33 Nc1ncc(Br)cc1S(=O)(=O)NCCC(=O)N1CCN(c2ccccc2)CC1
  11%	3%	1%	9%	-1.5	-0.6%	-2%	i	5%
#34 O=C(CCN1CCCCC1=O)NC1CCCc2c1cnn2-c1ccccc1F (stereo not given)
  -2%	-3%	6%	-6%	10	-0.2%	20%	i	6%
#35 O=C(Nc1ccccn1)NC12CC3CC(CC(C3)C1)C2
  22%	-5%	-30%	11%	1.2	2.3%	x	i	2%
#36 CCOC(=O)c1c(C)nc2c(c1-c1cc(OC)c(OC)c(OC)c1)C(=O)c1ccccc1-2
  -6%	-3%	-2%	-10%	-3.2	-0.8%	5%	i	0%
#37 Cn1c(=O)c2c(SCc3cccc(C(F)(F)F)c3)nc(-c3ccco3)nc2n(C)c1=O
  -1%	-6%	0%	-16%	-0.6	-0.7%	-11%	i	-1%
#38 CCCCCCN1C(=O)CC(NC(=O)OCC2c3ccccc3-c3ccccc32)C/C=C\C1C(C)C (stereo not given)
  u	-4%	-13%	-33%	-0.9	-2.1%	u	i	-6%
#39 COC1OC2COC(c3ccccc3)OC2C2OC12 (stereo not given)
  3%	8%	-2%	5%	-0.5	-0.4%	-5%	u	-5%
#40 C#CCOc1ccccc1CNC1CCN(Cc2ccccc2)CC1
  -2%	7%	-6%	x	0.0	-0.8%	0%	i	u
#41 O=C(Cn1ncc(Cl)c(Cl)c1=O)Nc1ccc2c(c1)OCO2
  u	1%	-39%	u	0.2	u	5%	x	-5%
#42 Cc1nn(-c2ncc(C(F)(F)F)cc2Cl)c(=O)n1-c1ccccc1Cl
  17%	12%	17%	2%	-0.2	-0.8%	4%	i	0%
#43 Cc1cc(NC(=O)CN(C)S(=O)(=O)c2ccc3c(c2)CCCC(=O)N3)ccc1Br
  -14%	x	-28%	16µM*	x	0.5%	21µM*	x	-9%

Values by screen from above.
EPAC2 agonist for entries 33 to 38, in order: 3%, -3%, -5%, -3%, -6%, -4%
A549 tox for entries 33 to 38, in order: 5%, 6%, 2%, 0%, -1%, -6%

Rewritten as a markdown table: entries from further up
| no. | Compound | TGFb SMAD3 inh | EPAC2 agonist | HepG2 tox | ATXN2 expr inh | IL2 activator | Nrf2 ARE act | Nrf2 inh | S2 tox | A549 tox |
| --- | --- | --- | --- | --- | --- | --- | --- | --- | --- | --- |
| 34 | O=C(CCN1CCCCC1=O)NC1CCCc2c1cnn2-c1ccccc1F (stereo not given) | -2% | -3% | 6% | -6% | 10 | -0.2% | 20% | i | 6% |
| 35 | O=C(Nc1ccccn1)NC12CC3CC(CC(C3)C1)C2 | 22% | -5% | -30% | 11% | 1.2 | 2.3% | x | i | 2% |
| 36 | CCOC(=O)c1c(C)nc2c(c1-c1cc(OC)c(OC)c(OC)c1)C(=O)c1ccccc1-2 | -6% | -3% | -2% | -10% | -3.2 | -0.8% | 5% | i | 0% |
| 37 | Cn1c(=O)c2c(SCc3cccc(C(F)(F)F)c3)nc(-c3ccco3)nc2n(C)c1=O | -1% | -6% | 0% | -16% | -0.6 | -0.7% | -11% | i | -1% |

Individual results from the list:
Value of O=C(Nc1ccccn1)NC12CC3CC(CC(C3)C1)C2 in HepG2 tox: -30%
Value of COc1ccc(Cc2nnc(Nc3ccc(C)cc3C)[nH]c2=O)cc1 in Nrf2 inh: -33%
Value of CN1CCN(C(=O)c2ccc(CN3CCOCC3)cc2)CC1 in HepG2 tox: 7%
Value of CCCCCCN1C(=O)CC(NC(=O)OCC2c3ccccc3-c3ccccc32)C/C=C\C1C(C)C (stereo not given) in HepG2 tox: -13%
